From PubChem
D2 PAM – positively modulates the human D2 dopamine receptor allosterically | P14416 | HEK293 T-REx D2, calcium flux, EC20 dopamine potentiation | potentiation, % at 10 µM | 0.34% of 340,000 active | AID 485347;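 active means potentiation over 3 SD above the plate norm, cut at about 30% in these data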; further: 0% is about no effect
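Calcium flux readout, no-wash dye, 1 read/s. Inducible HEK293 Trex D2 line, overnight 30 C. Compound alone 180 s (agonist flags), then EC20 dopamine, another 180 s to score potentiation.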
Glioma ERSR ind – induces the endoplasmic reticulum stress response in human glioma cells | U87-MG GRP78 promoter luciferase reporter, 16 h | Potency, µM, for the others: at the top dose activation, hits mostly activators | 0.02% of 420,000 active | AID 602332; further: potency means the concentration at half of the fitted maximal effect; series mostly up to about 76 µM; % of control where 0% means no effect; nearly all actives have a fitted effect of over 35% in size
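ERSR induction read as luciferase luminescence (Bright-Glo, 10 min at room temperature) in stably transfected human U87-MG glioma cells exposed to compounds for 16 h, using GRP78 as sensor.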
RXFP1 agonist – agonists of human relaxin receptor RXFP1; Potency, µM (series often up to 57.5 µM), inactives show top-dose activation, usual class: activators; Q9HBX9; HEK293T-RXFP1 cAMP TR-FRET, 30 min; response scale: percent of porcine relaxin response, buffer zero; 0.3% of 370,000 active; further: potency means the concentration at half of the fitted maximal effect; on the % scale 0 is the no-effect control and ±100 the full control effect; nearly all actives have a fitted effect of over 60% in size; many of its hits are not listed in these tables
Target sequence (Q9HBX9 whole entry, looked up): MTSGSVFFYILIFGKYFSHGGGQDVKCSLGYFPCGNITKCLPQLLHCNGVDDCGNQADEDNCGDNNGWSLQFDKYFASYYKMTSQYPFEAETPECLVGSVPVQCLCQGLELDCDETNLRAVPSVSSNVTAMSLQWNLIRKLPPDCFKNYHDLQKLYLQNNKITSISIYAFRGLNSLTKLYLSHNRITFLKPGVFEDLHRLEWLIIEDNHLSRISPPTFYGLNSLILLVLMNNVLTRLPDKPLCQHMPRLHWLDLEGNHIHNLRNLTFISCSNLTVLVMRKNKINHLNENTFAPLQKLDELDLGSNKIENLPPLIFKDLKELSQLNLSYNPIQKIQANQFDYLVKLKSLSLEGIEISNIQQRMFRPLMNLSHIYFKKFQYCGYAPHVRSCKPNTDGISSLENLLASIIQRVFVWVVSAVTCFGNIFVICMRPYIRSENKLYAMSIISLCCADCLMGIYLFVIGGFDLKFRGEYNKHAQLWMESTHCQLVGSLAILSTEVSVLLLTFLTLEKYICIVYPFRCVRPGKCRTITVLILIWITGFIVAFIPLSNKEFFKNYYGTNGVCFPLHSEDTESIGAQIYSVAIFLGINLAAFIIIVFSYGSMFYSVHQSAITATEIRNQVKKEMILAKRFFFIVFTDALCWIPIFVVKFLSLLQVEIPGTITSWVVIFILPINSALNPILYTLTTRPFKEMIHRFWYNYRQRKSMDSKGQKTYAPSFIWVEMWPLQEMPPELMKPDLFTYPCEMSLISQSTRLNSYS
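cAMP rise read by TR-FRET after 30 min, 37C compound exposure (up to 58 uM) in RXFP1-transfected HEK293 cells with Ro 20174 present. EC50 from Hill-equation fits, with 29 nM porcine relaxin as 100% and buffer as basal.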
RXFP1 antagonist – RXFP1 (human) relaxin receptor antagonism; Q9HBX9; activity change, negative = inhibition, % at 57.5 µM; 0.59% of 350,000 active; HEK293-RXFP1, relaxin-stimulated cAMP HTRF, 30 min; stronger effect = lower value;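 active means activity change of -60% or lower, but not beyond a set lower limit; inconclusive means change between -60% and -40%, or beyond the set limit; inactive means change above -40%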; further: on the % scale 0 is the no-effect control and ±100 the full control effect
D1 antag – human D1 dopamine receptor antagonism; P21728; HEK293 TREx D1 cells, calcium flux, dopamine EC80; stronger effect = lower value; activity change, negative = inhibition, % at 10 µM; 3.2% of 360,000 active; in the data active means activity change below about -30%; further: on the % scale 0 is the no-effect control and ±100 the full control effect
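Tetracycline-induced HEK293 Trex D1 cells, force-coupled to calcium, dye-loaded; compounds added and read 180 s, then EC80 dopamine added and calcium flux tracked kinetically another 180 s.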
D1 agonist – activates the human D1 dopamine receptor | P21728 | activation, % at 2 µM | HEK293 T-REx D1 cells, calcium flux, agonist mode | 1% of 360,000 active; in the data active means activation above about 30%; further: 0% is about no effect
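Inducible HEK293 T-REx D1 cells, force-coupled to calcium signalling, were plated at 4000 cells/well with tetracycline and held overnight at 30 C. After no-wash calcium dye loading, compound-evoked calcium rise over 180 s flagged agonists.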
Vif-A3G inh – Vif-A3G binding inhibition; Potency, µM (titrated, usually from 46.1 µM), for inactives: top-dose activity, negative = active, usual class: inhibitors; AID 602310; Q9HC16; 0.076% of 410,000 active; HeLa A3G-eYFP + Vif (tagged APOBEC3G with the HIV-1 protein that degrades it), YFP fluorescence, overnight;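 further: potency means the concentration at half of the fitted maximal effect; on the % scale 0 is the no-effect control and ±100 the full control effect; nearly all actives have a fitted effect of over 60% in size; hits raise eYFP signal because A3G escapes Vif-driven loss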
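HeLa cells stably expressing Vif and C-terminally eYFP-tagged A3G, seeded overnight at 37 deg C, then exposed to compound by pintool overnight at 37 deg C. Rise in yellow fluorescence (Ex 488/Em 500-530, Acumen) marks blocked Vif-driven A3G degradation.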
D1 potentiator – human D1 dopamine receptor positive modulation. P21728. HEK293 TREx D1 cells, calcium flux, dopamine EC20 potentiation. potentiation, % at 10 µM. 0.036% of 360,000 active. AID 504651; in the data active means potentiation above about 30%; further: 0% is about no effect
Vif-A3F inh – Vif-A3F binding inhibition; HeLa A3F-eYFP + Vif (tagged APOBEC3F with the HIV-1 protein that degrades it), YFP fluorescence increase; Potency, µM (series often up to 46.1 µM), for the others: at the highest dose activity, negative = active; 0.2% of 390,000 active; AID 602313; further: potency means the concentration at half of the fitted maximal effect; % of control where 0% means no effect; nearly all actives have a fitted effect of over 65% in size
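HeLa cells stably expressing Vif plus C-terminally eYFP-tagged A3F were seeded, incubated overnight at 37 deg C, dosed with compound, incubated overnight again at 37 deg C. Yellow fluorescence (Ex 488/Em 500-530) reported blocked Vif-mediated A3F-eYFP degradation.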
* marks the source's active call; other numbers are inactive results; ? = inconclusive; . = not tested or not shown; & = joins results of further samples. Unless noted, the call rests on the fitted dose curve; in most records, active means well fitted curve in the direction sought with a large enough effect; inconclusive means small, poorly fitted or top-dose-only effect, or another doubt; inactive means no such curve, though single readings can be large; an effect the other way counts as inactive or inconclusive. Some of the compounds tested; the hit share may differ from the screen's.

# | SMILES | Glioma ERSR ind | RXFP1 antagonist | Vif-A3F inh | D1 agonist | D1 potentiator | RXFP1 agonist | Vif-A3G inh | D1 antag | D2 PAM
1 | Cn1c(SCC(=O)c2ccc3c(c2)OCCO3)nnc1C1CC1 | -2% | -4 | -11% | 1 | -7 | -0.9% | 0% | -7 | 8
2 | O=C(CN1CCN(c2ccc(F)cc2)CC1)Nc1cc(C(F)(F)F)ccc1Cl | -5% | -9 | -11% | 3 | -8 | -0.5% | -5% | -15 | -2
3 | CC1CCCCC12NC(=O)N(CC(=O)OCc1cccc(F)c1)C2=O (stereo not given) | -1% | -3 | -4% | 4 | 2 | 1.6% | -6% | -6 | 8
4 | O=C(OCc1cc(=O)n2nc(C3CCCCC3)sc2n1)c1ccc(F)cc1 | 0% | . | 0% | 5 | -3 | -0.3% | 1% | 7 | 6
5 | CN(Cc1nccn1C)C(=O)C1CCC(=O)N(Cc2cccc(C(F)(F)F)c2)C1 (stereo not given) | -4% | 12 | 1% | 3 | -6 | -1.0% | 0% | -7 | -6
6 | CC1=C(C(=O)NC2CCCCC2C)C2(CCC(C)CC2)OC1=O (stereo not given) | -2% | -2 | 5% | -2 | 5 | -0.2% | 1% | 1 | 12
7 | COc1ccc(C(=O)NNC(=O)Nc2ccc(Cl)cc2)cc1 | -2% | -19 | 0% | 2 | -1 | 1.5% | -1% | 5 | 0
8 | CC(=O)Nc1ccc(Sc2ncccc2C(=O)Nc2ccc(OC(F)(F)F)cc2)cn1 | 13% | -13 | -13% | 115* | 19 | -0.1% | -7% | -60* | 7
9 | CCOC(=O)c1ccc(NC(=O)NS(=O)(=O)c2ccc(C)cc2)cc1 | -2% | 1 | -7% | 1 | -8 | 1.2% | -1% | 8 | -7
10 | CCOC(=O)c1oc2cc(O)cc(C)c2c1C | 1% | 7 | -21% | . | . | . | 1% | . | .
11 | COc1cc(/C=N/N=C2/NC(=O)C(c3ccccc3)S2)ccc1O (stereo not given) | 6% | -10 | 6% | 1 | -8 | 2.3% | -11% | 6 | -6
12 | Cc1c(C)n(Cc2ccccc2)c2ccc(C(=O)O)cc12 | -1% | 5 | -4% | . | . | . | 1% | . | .
13 | CC1CCCCN1C(=O)Cn1c(=O)oc2cc(S(=O)(=O)N3CCCCC3)ccc21 (stereo not given) | 2% | 4 | 1% | 1 | -4 | 1.4% | 4% | -1 | 14
14 | O=C(O)C1Cc2ccccc2CN1C(=O)CCl (stereo not given) | 1% | 6 | ? | 4 | -3 | 5.6% | -19% | -11 | -6
15 | O/N=C1\CCCCc2ccccc21 | 1% | 20 | -5% | 11 | -4 | -0.2% | -2% | 4 | -2
16 | Cc1ccc(Cl)cc1N1CCN(S(=O)(=O)c2c(C)[nH]c(=O)[nH]c2=O)CC1 | -5% | -30 | -3% | 1 | 0 | 1.3% | 2% | 14 | 11
17 | COc1cccc(NC(=O)CSc2nc3c([nH]c4ccccc43)c(=O)n2-c2cccc(Cl)c2)c1 | -1% | -6 | 3% | 2 | -5 | 2.7% | -4% | -23 | -6
18 | Cc1ccc(C(C)C)c(OCC(=O)N/N=C/C2CCCCC2)c1 | 1% | -10 | 1% | 2 | -5 | 2.5% | 0% | 8 | 1
19 | COc1ccc(Cn2ccn(Cc3cccc(Cl)c3)c(=O)c2=O)cc1 | 1% | 17 | 0% | -2 | -1 | 1.3% | -5% | 8 | 3
20 | O=C(Cn1cc([N+](=O)[O-])cn1)NCc1ccc(-n2cccn2)cc1 | -5% | 1 | 1% | 3 | -5 | -0.5% | -1% | -5 | -4

Single records, as listed above:
Shown for COc1ccc(Cn2ccn(Cc3cccc(Cl)c3)c(=O)c2=O)cc1 → Glioma ERSR ind = 1%; RXFP1 antagonist = 17; Vif-A3F inh = 0%; D1 agonist = -2; D1 potentiator = -1; RXFP1 agonist = 1.3%; Vif-A3G inh = -5%; D1 antag = 8; D2 PAM = 3
Shown for Cc1ccc(C(C)C)c(OCC(=O)N/N=C/C2CCCCC2)c1 → Glioma ERSR ind = 1%; RXFP1 antagonist = -10; Vif-A3F inh = 1%; D1 agonist = 2; D1 potentiator = -5; RXFP1 agonist = 2.5%; Vif-A3G inh = 0%; D1 antag = 8; D2 PAM = 1
Shown for CC1CCCCN1C(=O)Cn1c(=O)oc2cc(S(=O)(=O)N3CCCCC3)ccc21 (stereo not given) → Glioma ERSR ind = 2%; RXFP1 antagonist = 4; Vif-A3F inh = 1%; D1 agonist = 1; D1 potentiator = -4; RXFP1 agonist = 1.4%; Vif-A3G inh = 4%; D1 antag = -1; D2 PAM = 14

(list continues)
# | SMILES | Glioma ERSR ind | RXFP1 antagonist | Vif-A3F inh | D1 agonist | D1 potentiator | RXFP1 agonist | Vif-A3G inh | D1 antag | D2 PAM
21 | Cc1nc(N2CCCCC2)sc1C(=O)c1cccc([N+](=O)[O-])c1 | 6% | -29 | ? | 1 | -11 | -0.3% | -4% | -19 | -5
22 | CCCOc1ccc(C(=O)NCC(c2cccs2)N(C)C)cc1OC (stereo not given) | -4% | 10 | -48% | 3 | -6 | 3.0% | -2% | -12 | -19
23 | CC(C)(C)OC(=O)NC(Cc1ccccc1)C(=O)NC(CSC1CCCCO1)C(=O)NN (stereo not given) | -2% | 8 | 2% | 4 | -2 | 0.9% | -2% | -16 | 15
24 | COc1ccc(C(=O)Nc2nc(CC(=O)NCCc3ccccc3OC)cs2)cc1 | -2% | -14 | 7% | -1 | 5 | ? | 2% | 0 | .
25 | CCOc1ccccc1-n1c(SCC(=O)NC2CCCC2)nnc1-c1ccoc1C | -5% | -8 | -3% | -1 | -5 | 5.8% | 0% | 4 | 13
26 | CC(=O)c1ccccc1NC(=O)COC(=O)c1cc[n+]([O-])cc1 | -4% | 13 | -3% | . | . | . | 2% | . | .
27 | CCOC(=O)CSC1=Nc2ccccc2C2=NC(CCC(=O)NCc3ccccc3)C(=O)N12 (stereo not given) | -4% | -5 | 4% | 1 | 0 | 19% | -3% | -2 | -3
28 | CCOCCn1[nH]c2ccccc2c1=O | -1% | . | -1% | 4 | 5 | -0.8% | 0% | 5 | 12
29 | Cc1ccc(S(=O)(=O)Nc2cccc(C(=O)NCCN3CCOCC3)c2)cc1F | 2% | 7 | 11% | 1 | -3 | 0.3% | 8% | -8 | -11
30 | COc1ccc(Nc2nc(C)cc(C)n2)cc1Cl | 1% | -5 | -11% | 5 | -2 | -1.2% | -1% | -17 | 12

Entries by screen from above.
D1 potentiator, entries 14 to 17, in order: -3, -4, 0, -5
Vif-A3F inh, entries 14 to 17, in order: ?, -5%, -3%, 3%
RXFP1 agonist, entries 14 to 17, in order: 5.6%, -0.2%, 1.3%, 2.7%

New compounds follow.
# | SMILES | Glioma ERSR ind | RXFP1 antagonist | Vif-A3F inh | D1 agonist | D1 potentiator | RXFP1 agonist | Vif-A3G inh | D1 antag | D2 PAM
31 | CCC[n+]1c(C)sc2c3c(ccc21)CCCC3 | -7% | -26 | 1% | 2 | 2 | 3.5% | -5% | 4 | -2
32 | COc1ccc(CC(=O)Nc2ccc3nc(N4CCCCC4)cc(C)c3c2)cc1 | 0% | -8 | ? | 1 | -1 | 7.5% | 1% | -6 | -9
33 | CCOC(=O)N1CCN(C2OC(=O)c3ccccc32)CC1 (stereo not given) | -7% | -2 | -5% | 2 | -3 | 1.3% | 0% | 8 | 14
34 | Cc1cc(C)n2cc(CSc3nc4ccccc4[nH]3)nc2n1 | -2% | 3 | -9% | 1 | -6 | 2.7% | -1% | 9 | 17
35 | COC(=O)CSc1nnc(CNC(=O)c2ccco2)n1-c1ccc(F)cc1 | -3% | -2 | -5% | -1 | -4 | 1.4% | -5% | -3 | 1
36 | CCOC(=O)Cn1nc(N2CCN(c3ccc(F)cc3)CC2)ccc1=O | 4% | . | -1% | 3 | -1 | 1.5% | 2% | 2 | 12
37 | Cc1ccc(-c2ccc(S(=O)(=O)NCc3ccco3)cc2)cc1 | 0% | -4 | -11% | 2 | -4 | -0.9% | -10% | 3 | 2
38 | COc1ccccc1-c1cc(-c2ccccc2)nc(SCC(=O)O)c1C#N | 0% | -3 | 0% | 1 | -16 | 12% | 1% | -27 | 4
39 | O=S(=O)(Cc1cc(NCc2ccccc2)nc(-c2ccncc2)n1)c1ccccc1 | -3% | -16 | -3% | 1 | -2 | 0.1% | -5% | 2 | 4
40 | CN(Cc1nc2ccccc2n1C)S(=O)(=O)c1ccc(Cl)cc1 | -8% | -2 | 0% | 3 | -3 | -0.1% | -1% | 5 | -1
41 | O=C(Nc1cccc(NC(=O)c2ccco2)c1)c1ccc([N+](=O)[O-])cc1 | -5% | -26 | 6% | 0 | -2 | -1.2% | -2% | -6 | 1
42 | CC(C)OC(=O)C1=C(N)N2C(=O)CSC2=C(C(=O)OC(C)C)C1 | 1% | 0 | -9% | 3 | -2 | 2.5% | -2% | 3 | 9
43 | O=C(Nc1ccn(CCCNCC2CCCCC2)c(=O)n1)OCc1ccccc1 | -3% | 7 | 4% | . | . | . | 2% | . | .
44 | COc1ccc(OCCCCn2c(CO)nc3ccccc32)cc1 | -5% | -14 | -9% | 13 | -2 | 0.0% | -6% | -53* | 2
45 | O=C(NC(=S)Nc1ccc(CN2CCOCC2)cc1)c1ccco1 | 4% | -22 | 3% | 2 | -1 | -0.5% | 0% | 0 | 0
46 | Nc1ccc(S(=O)(=O)Nc2ccc(Cl)nn2)cc1 | -3%&-4%&-4%&-7% | 4&-4 | 4% | 3 | -2 | -2.6% | -2% | -1 | 4
47 | COc1ccc(OC)c(C(=O)CSc2nnc(-c3cccnc3)n2C)c1 | -1% | -6 | 0% | 2 | -1 | 2.4% | 1% | -6 | 9
48 | CCOc1ccccc1OCCCC(=O)NNC(=O)c1cc(C)oc1C | -3% | 20 | 1% | 0 | 3 | -0.1% | 0% | -7 | 13
49 | COc1cc(NC(=O)CSc2nnnn2-c2ccccc2)cc(OC)c1OC | -2% | 0 | -6% | 3 | -4 | 0.5% | -2% | 9 | 2
